EPAC2 antagonist – antagonists of human EPAC2 | Q8WZA2 | EPAC2 GEF exchange of Rap1B-BODIPY-GDP, fluorescence | Potency, µM (series often up to 114 µM), for the others: top-dose activity, negative = inhibition, actives largely listed as inhibitors | 0.18% of 360,000 active | AID 720708; also: potency is read from the fitted curve at half-maximal effect; % is scaled to controls: 0 for no effect and ±100 for the full control effect; nearly all actives have a fitted effect of over 45% in size; many of its hits are not listed in these tables
Target sequence (Q8WZA2 whole entry, looked up): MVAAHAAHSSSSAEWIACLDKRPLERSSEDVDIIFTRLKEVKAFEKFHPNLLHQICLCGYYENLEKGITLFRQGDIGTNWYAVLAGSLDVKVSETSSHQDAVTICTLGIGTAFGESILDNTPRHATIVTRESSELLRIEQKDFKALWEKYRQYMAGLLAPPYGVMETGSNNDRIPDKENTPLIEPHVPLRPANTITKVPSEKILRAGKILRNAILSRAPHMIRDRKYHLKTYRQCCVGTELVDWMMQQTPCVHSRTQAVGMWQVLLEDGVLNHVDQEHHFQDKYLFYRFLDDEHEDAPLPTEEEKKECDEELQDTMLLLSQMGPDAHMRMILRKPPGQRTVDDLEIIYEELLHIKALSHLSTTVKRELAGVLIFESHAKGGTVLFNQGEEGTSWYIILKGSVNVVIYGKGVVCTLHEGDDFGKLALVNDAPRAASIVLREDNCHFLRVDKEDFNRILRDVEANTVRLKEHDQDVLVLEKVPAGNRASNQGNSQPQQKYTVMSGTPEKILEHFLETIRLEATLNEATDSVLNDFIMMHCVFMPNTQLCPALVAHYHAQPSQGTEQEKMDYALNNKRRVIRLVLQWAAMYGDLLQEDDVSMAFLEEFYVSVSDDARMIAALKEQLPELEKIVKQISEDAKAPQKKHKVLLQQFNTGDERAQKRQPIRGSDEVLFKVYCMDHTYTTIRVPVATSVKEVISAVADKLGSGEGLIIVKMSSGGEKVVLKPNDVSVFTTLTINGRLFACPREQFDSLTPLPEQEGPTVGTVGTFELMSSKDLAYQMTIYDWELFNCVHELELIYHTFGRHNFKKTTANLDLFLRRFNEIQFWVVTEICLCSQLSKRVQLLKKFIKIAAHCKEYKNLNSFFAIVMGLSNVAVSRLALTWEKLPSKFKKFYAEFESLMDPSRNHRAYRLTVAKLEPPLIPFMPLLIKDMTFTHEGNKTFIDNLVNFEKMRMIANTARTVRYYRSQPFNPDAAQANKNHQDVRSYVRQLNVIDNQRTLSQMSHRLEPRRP
TGFb inhibitor – TGF-b pathway inhibition | HepG2 CAGA-GFP TGF-b/SMAD3 reporter, GFP fluorescence, 18 h; TGF-beta stimulated, 500 pg/mL final | Potency, µM (doses to about 46.1 µM), for inactives: top-dose activity, negative = inhibition, most hits filed as inhibitors | 1.2% of 410,000 active | AID 588855; also: potency is read from the fitted curve at half-maximal effect; % is scaled to controls: 0 for no effect and ±100 for the full control effect; nearly all actives have a fitted effect of over 65% in size
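First, reporter cells (HEPG2 CAGA-GFP) rested 2 h at 37 degrees C. Next, compounds were pinned in and TGF-beta added to 500 pg/mL final. After 18 h, GFP was imaged per cell and summed per well.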
Mm-Cpn inhibitor – inhibitors of Methanococcus maripaludis chaperonin (MmCpn). Potency, µM (doses to about 76.9 µM), inactives show top-dose activity, negative = inhibition, actives largely listed as inhibitors. AID 504842. purified Mm-Cpn ATPase, ADP Transcreener TR-FRET. 0.031% of 330,000 active; also: potency is read from the fitted curve at half-maximal effect; % is scaled to controls: 0 for no effect and ±100 for the full control effect; nearly all actives have a fitted effect of over 80% in size
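Measured: ADP formation by purified Mm-CPN. Conditions: 25 nM protein, 10 uM ATP, Tris pH 7.4 with Mg2+, K+ and DTT, 37°C for 30 min. Detection: Transcreener HTRF after 30 min at room temperature.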
Nrf2 ARE act – activators of Nrf2 (ARE) signaling | 0.31% of 410,000 active | AID 624171 | Potency, µM (titrated, usually from 46.1 µM), for the others: at the highest dose activation, hits mostly activators | AREc32 ARE-luciferase reporter (MCF7-derived line), luminescence, 24 h; also: potency is read from the fitted curve at half-maximal effect; % of control where 0% means no effect; nearly all actives have a fitted effect of over 65% in size
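Luminescent ARE reporter assay in AREc32_Fluc cells: overnight plating at 37 deg C, 24 hr compound incubation, Steady-Glo added, 30 min RT before reading.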
A549 viability – counter-screen for Nrf2 inhibitors: cytotoxicity in A549 cells. A549 ARE-Fluc cells, CellTiter-Fluor viability, 18-24 h. AID 504648. 0.16% of 390,000 active. Potency, µM (titrated, usually from 46 µM), inactives show top-dose activity change, negative = cytotoxicity, actives largely listed as inhibitors; also: potency is read from the fitted curve at half-maximal effect; % is scaled to controls: 0 for no effect and ±100 for the full control effect
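A549 ARE_Fluc cells in 5% FBS OPTI-MEM were exposed to compounds in concentration-response for 18-24 h at 37 deg C. Viability was read by CellTiter-Fluor fluorescence (Ex 405/Em 525) after 30 min, before the luciferase read.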
CCT chaperon mod – cytosolic chaperonin activity modulation; 0.3% of 360,000 active; purified chaperonin ATPase assay, HTRF ADP detection, 30 min; activity change, % (test concentration not listed), hits read low; in the data active = activity change below about -30%; also: % is scaled to controls: 0 for no effect and ±100 for the full control effect
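TRiC at 40 or 20 nM final (batch-dependent) in 30 mM Tris pH 7.4, 100 mM KCl, 5 mM MgCl2, 1 mM DTT, with compound at single 76 uM and 10 uM ATP, 30 min at 37 deg C. ADP detected by HTRF Transcreener, 665/615 ratio.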
EPAC2 agonist – agonists of human EPAC2 (RAPGEF4) | Q8WZA2 | EPAC2 activation, biochemical qHTS; response scale: 100% = 6.5 mM cAMP response | Potency, µM (series often up to 154 µM), without a hit: at the highest dose activation, hits mostly activators | 0.079% of 360,000 active; also: potency is read from the fitted curve at half-maximal effect; nearly all actives have a fitted effect of over 50% in size
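Each well held 100 nM EPAC2, 250 nM RAP1B-BODIPY-GDP and 50 uM GDP. Fluorescence, read at 5-min intervals to 30 min, was referenced to a 6.5 mM cAMP positive control.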
Nrf2 inh – inhibitors of Nrf2 signaling; A549 ARE-Fluc reporter, luciferase luminescence, 18-24 h; Potency, µM (highest dose often 46 µM), inactives show at the top dose activity change, negative = inhibition, hits mostly inhibitors; 2.1% of 360,000 active; also: potency is read from the fitted curve at half-maximal effect; % is scaled to controls: 0 for no effect and ±100 for the full control effect; nearly all actives have a fitted effect of over 60% in size
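Concentration-response testing used A549 ARE_Fluc cells at 5000 cells/well. Following an 18-24 h compound incubation, viability was read by fluorescence (Ex 405/Em 525) and luciferase output by luminescence.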
pAkt inh – inhibitors of Akt phosphorylation; Neuro2A IGF-stimulated pAkt S473 HTRF, 20 min; active compounds read low; activity change, % for hits at 50 µM; 0.32% of 360,000 active; in the data active = activity change below about -80%; inconclusive = mostly about -51% to -80%; also: % is scaled to controls: 0 for no effect and ±100 for the full control effect
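Neuro2A cells (4,500/well, DMEM with 0.5% FBS) were treated with compound at a single 50 µM final concentration, stimulated with 6 nM IGF for 20 min at 37 °C, and lysed. Phospho-Akt Ser473 was read by HTRF as 665/615 ratio ×10^4.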
Active calls of the source: *; i = inactive; u = inconclusive; x = no result given; & = joins results of further samples; [ ] = remark or other dose. Unless noted, calls follow the shape of the dose curve; as a rule, active = well fitted curve in the direction sought with a large enough effect; inconclusive = small, poorly fitted or top-dose-only effect, or another doubt; inactive = no such curve, though single readings can be large; an effect the other way counts as inactive or inconclusive. This is a subset; rates above refer to the full screens.

SMILES	EPAC2 antagonist	TGFb inhibitor	Mm-Cpn inhibitor	Nrf2 ARE act	A549 viability	CCT chaperon mod	EPAC2 agonist	Nrf2 inh	pAkt inh
CC1(C)CC(=O)C2=C(C1)N(Cc1ccccc1)C(=O)C2(NC(=O)C(C)(C)C)C(F)(F)F (centres undefined)	-3%	20%	0%	0.0%	3%	1.0	5%	8%	i
O=C(COC(=O)c1cc(Br)ccc1O)NC12CC3CC(CC(C3)C1)C2	11%	9%	2%	-0.8%	4%	-1.6	1%	3%	i
CC(C)NC(=O)NC(=O)COC(=O)c1ccccc1F	14%	u	0%	2.4%	4%	-0.4	15%	5%	i
Cc1nn(Cc2ccccc2Cl)c(C)c1C(=O)N1CCN(c2ccccc2)CC1	-6%	10%	-28%	-0.4%	0%	-0.5	9%	-13%	i
O=C(Nc1cccc(C(=O)N2CCCCCC2)c1)c1ccco1	6%	-12%	0%	4.1%	12%	1.5	1%	x	i
CC1(C(=O)OCC(=O)Nc2nc(-c3ccc(F)c(F)c3)cs2)CC1(Cl)Cl (centres undefined)	5%	u	1%	0.2%	2%	-7.3	6%	5%	i
COc1cc2ccccc2cc1C(=O)Nc1ccc(S(=O)(=O)Nc2cc(C)on2)cc1	2%	u	0%	-0.2%	-10%	-1.7	-6%	x	i
CN=c1sc(C(=O)Nc2cccc(Cl)c2)cc(=O)n1C	0%	-1%	-4%	19%	-29%	1.1	5%	u	i
COc1ccc(OCC(O)CN2CC(C)OC(C)C2)cc1 (centres undefined)	24%	2%	0%	-1.2%	1%	-2.0	2%	10%	i
CC(=O)c1cccc(NC(=O)N2C3CCCC2CC(NC(=O)C2CC2)C3)c1 (centres undefined)	-1%	-2%	0%	-0.4%	-1%	0.6	0%	-3%	i
O=C(O)Cc1sc(=O)[nH]c1O	2%	3%	x	0.4%	3%	-4.1	10%	-1%	i
C/C(=N\NC(=O)CCn1nc(C)cc1C)C(C)(C)C	-2%	3%	-3%	-0.1%	5%	-6.6	14%	1%	i
CCc1ccc2c(c1)cc(CN(C(=S)Nc1ccccc1Cl)C1CC1)c1nnnn12	-1%	0%	-21%	-0.6%	0%[1.84 µM]	-1.6	12%	-23%	-84%*
CN(C)c1ccc(P(=O)(OCc2ccccc2)C(O)c2ccc(Br)cc2)cc1 (centres undefined)	2%	-4%	-1%	0.4%	-3%	-0.3	-3%	-7%	i
CCOc1c(OC)cccc1C1CC(=O)Nc2cc(OC)c(OC)cc21 (centres undefined)	u	-2%	3%	0.8%	-2%	-1.5	9%	-22%	i
Nc1nonc1-n1nnc(C(=O)N/N=C/c2cccc(F)c2)c1CN1CCCCCC1	-3%	2%	x	0.0%	-3%	-1.5	4%	10%	i
Cc1cccc(C(=O)Nc2cc(S(=O)(=O)N3CCOCC3)ccc2N2CCCC2)c1	-26%	u	-1%	0.3%	-13%	4.8	-2%	-19%	i
Cc1cc(C)cc(C(=O)NCC(=O)NCCc2c[nH]c3ccccc23)c1	-1%	-27%	0%	-0.2%	0%	-1.4	-4%	-12%	i
O=C(Nc1cccc(S(=O)(=O)N2CCOCC2)c1)c1cccc(S(=O)(=O)N2CCCCC2)c1	-15%	-5%	3%	-0.7%	-4%	-0.3	14%	u	i
Nc1cc(=O)[nH]c(SCCSc2cc(Cl)ccc2Cl)n1	4%	0%	0%	3.7%	-6%	-1.7	11%	4%	i
CN(Cc1ccccc1)C1CCNCC1	0%	0%	-1%	-1.0%	0%	-1.2	0%	1%	i
O=C(CN1CCN(C(=O)C2CCC2)CC1)Nc1ccc(F)cc1	2%	-9%	-1%	-0.1%	9%	-0.6	11%	13%	i
O=C(CSc1nc2ccccc2c(=O)n1NC(=O)Cc1ccccc1)NCc1ccccc1Cl	1%	0%	1%	0.3%	0%	-1.2	0%	10%	i
COc1ccc(S(=O)(=O)N2CCN(C(=O)c3cccc(Cl)c3)CC2)cc1	-3%	-4%	0%	0.7%	-5%	-0.4	12%	-19%	i
COc1ccc(C(=O)Cn2c3ccccc3n3nc(CCC(=O)O)c(=O)nc23)cc1OC	2%	2%	-4%	-0.2%	-7%	-4.8	-4%	-2%	i
COc1ccccc1C(NC(=O)C1CCCCC1)c1c(O)ccc2ccccc12 (centres undefined)	-2%	16%	2%	-0.6%	0%	0.7	-2%	13%	i
CCCCSc1nnc(C)c(=O)[nH]1	10%	0%	0%	-0.4%	1%	-1.2	4%	9%	i
O=C(Oc1ccc(Cl)cc1N1C(=O)CCC1=O)c1ccco1	8%	0%	0%	u	-4%	-0.9	5%	-4%	i
COc1ccc(N=Cc2ccc[nH]2)cc1	-13%	0%	-1%	0.2%	3%	-1.9	0%	-12%	i
CCn1c(=O)cc(OCC(=O)NC2CCCCC2)c2ccccc21	0%	-8%	1%	7.9%	x	-2.7	14%	1%	i
Cc1cc(C)n(-c2ccc(N3CCOCC3)nn2)n1	7%	-18%	1%	-1.0%	-11%	0.5	6%	25%	i
COC(=O)c1ccccc1NC(=O)c1nc(-c2ccc(Cl)cc2)n2c1CCCCC2	x	7%	x	0.5%	16%	x	x	3%	x
Cc1nnc(NC(=O)CSc2nnc(-c3ccoc3C)n2CC(C)C)s1	3%	9%	1%	0.4%	2%	0.6	-3%	11%	i
O=C1N=C(N2CCN(c3ccccc3)CC2)S/C1=C\c1ccco1	0%	14%	-3%	5.6%	1%	3.2	7%	5%	i
COc1cc(C(=O)O)cc(NC(=O)c2ccco2)c1OC	2%	-2%	1%	0.0%	-7%	2.2	-8%	1%	i
O=C(NCCc1ccccc1)C1CCCN1S(=O)(=O)c1cccc2nsnc12 (centres undefined)	4%	5%	1%	-0.4%	-6%	0.6	2%	-3%	i
Cc1ccnc(SCC(=O)N2CCN(C(c3ccccc3)c3ccccc3)CC2)n1	-4%	0%	-1%	-0.8%	-5%	-0.4	-1%	-35%	i
CCOC(=O)C[C@H]1c2ccc(C(F)(F)F)cc2S(=O)(=O)N1C1CCCC1	-17%	-1%&-15%	x	3.3%	4%	0.7	2%	6%	i
O=C1CCCN1C(=O)CSc1nnnn1-c1cccc(F)c1	-1%	2%	11%	0.1%	3%	-0.6	2%	-2%	i
Cc1cc(Nc2ccc(Cl)cc2)n2nnnc2n1	-7%	-19%	0%	0.2%	0%	-0.9	-1%	-7%	i
COc1nc(Nc2ccc(OC)c(Cl)c2)nc(OC)n1	0%	2%	-2%	10%	-4%	-5.2	5%	-8%	i
Cc1ccc(C(=O)Nc2sc3c(c2C(=O)NCc2ccco2)CCC(C(C)(C)C)C3)cc1 (centres undefined)	x	3%	x	-1.4%	6%	x	x	1%	x
C=CCN1C(=O)CN=C1Nc1cccc(C)c1	-1%	0%	0%	0.3%	2%	-0.1	-7%	-2%	i
COc1ccc(NC2c3ccccc3C(=O)N2c2cccnc2)cc1 (centres undefined)	0%	7%	2%	-0.6%	0%	-1.0	12%	2%	i
COc1ccc(N2CCC(CNS(=O)(=O)c3cccc(C(F)(F)F)c3)C2)cc1 (centres undefined)	-14%	u	0%	0.2%	-10%	-1.2	3%	-12%	i
CCN(Cc1ccncc1)C(=O)c1cccc(S(=O)(=O)N2CCOCC2)c1	0%	-20%	1%	-0.3%	2%	1.3	u	12%	x
COc1ccccc1-c1cc(C(=O)N2CCN(S(=O)(=O)c3ccc(C)cc3)CC2)[nH]n1	0%	10%	0%	-1.5%	-7%	0.1	10%	u	i
COc1ccc(CNC(=O)c2cc3c(=O)n(Cc4ccco4)ccc3nc2C)c(OC)c1	x	u	x	12%	5%	x	x	0%	x

Profiles, looked up by structure. Values in the order: EPAC2 antagonist	TGFb inhibitor	Mm-Cpn inhibitor	Nrf2 ARE act	A549 viability	CCT chaperon mod	EPAC2 agonist	Nrf2 inh	pAkt inh
Cc1cc(Nc2ccc(Cl)cc2)n2nnnc2n1 in the list: -7%	-19%	0%	0.2%	0%	-0.9	-1%	-7%	i
Cc1ccc(C(=O)Nc2sc3c(c2C(=O)NCc2ccco2)CCC(C(C)(C)C)C3)cc1 (centres undefined) in the list: x	3%	x	-1.4%	6%	x	x	1%	x
COc1nc(Nc2ccc(OC)c(Cl)c2)nc(OC)n1 in the list: 0%	2%	-2%	10%	-4%	-5.2	5%	-8%	i
CCOC(=O)C[C@H]1c2ccc(C(F)(F)F)cc2S(=O)(=O)N1C1CCCC1 in the list: -17%	-1%&-15%	x	3.3%	4%	0.7	2%	6%	i
COc1ccc(CNC(=O)c2cc3c(=O)n(Cc4ccco4)ccc3nc2C)c(OC)c1 in the list: x	u	x	12%	5%	x	x	0%	x

(more compounds)
SMILES	EPAC2 antagonist	TGFb inhibitor	Mm-Cpn inhibitor	Nrf2 ARE act	A549 viability	CCT chaperon mod	EPAC2 agonist	Nrf2 inh	pAkt inh
CC1=C2C(CCS2(=O)=O)CC2(C1)C(=O)OC(C)(C)OC2=O (centres undefined)	-1%	-4%	0%	3.6%	-2%	-1.0	8%	u	-82%*
CCC(C(=O)Nc1cccc(Cl)c1C)n1nc(C)c2sc3ccccc3c2c1=O (centres undefined)	x	24%	x	0.0%	-21%	x	x	-11%	x
O=C(Nc1nc(-c2cccnc2)cs1)c1ccccc1[N+](=O)[O-]	-1%	11%	-4%	0.0%	-8%	4.3	2%	7%	i
O=C(COC(=O)c1ccncc1)c1ccc(Cl)c(Cl)c1	6%	2%	0%	-0.1%	1%	0.5	-2%	5%	i
Cc1ccc(C(=O)N/C(=C\c2cn(C)c3ccccc23)C(=O)N2CCOCC2)cc1	-12%	21%	-2%	1.1%	-5%	-0.1	0%	-3%	i
CCCCNc1c(-c2ccc(SC(C)CC)cc2)nc2ccccn12 (centres undefined)	-17%&-18%	u	-4%	-5.1%&-0.2%	-7%	-2.9&0.1	5%&-3%	21%	i
